# BLM helicase inh – blocks DNA unwinding by human BLM helicase | P54132 | recombinant BLM DNA unwinding, fluorescence dequenching | Potency, µM (top dose mostly 56.1 µM), without a hit: at the highest dose activity change, negative = inhibition, most hits filed as inhibitors | 350,000 tested, 0.2% active;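 note: potency is the fitted concentration of half-maximal effect; plate controls were vehicle for no effect and no enzyme for full effect; nearly all actives have a fitted effect of over 35% in size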
# POLI inh – inhibitors of human DNA polymerase iota; 390,000 tested, 1% active; Potency, µM (titrated, usually from 115 µM), for inactives: top-dose activity, negative = inhibition, hits mostly inhibitors; Q9UNA4; Pol iota fluorescent replication assay, 10 min; note: potency is the fitted concentration of half-maximal effect
#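 Pol iota at 10 nM preincubated 15 min with compounds at room temperature; reaction started with fluorescent substrate, 50 nM final. Fluorescence read kinetically at 0 and 10 min; buffer-only wells as negative control.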
# Apoferritin bind – binds horse apoferritin like a general anesthetic; P02791; apoferritin/1-aminoanthracene competitive binding, fluorescence; Potency, µM (series often up to 77.5 µM), inactives show at the highest dose activity change, negative = displacement, most hits filed as inhibitors; 350,000 tested, 0.074% active; AID 485281; note: potency is the fitted concentration of half-maximal effect; % is set by controls: 0 for no effect and ±100 for the full control effect; nearly all actives have a fitted effect of over 20% in size
# Target sequence (P02791 2-175 limits assumed): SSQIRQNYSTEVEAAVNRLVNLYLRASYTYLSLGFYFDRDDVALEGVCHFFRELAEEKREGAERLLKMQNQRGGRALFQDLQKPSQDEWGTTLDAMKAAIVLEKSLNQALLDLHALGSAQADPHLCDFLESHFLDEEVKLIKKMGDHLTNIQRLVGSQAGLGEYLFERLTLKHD
#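 Apoferritin-based anesthetic binding model; compound displacement of fluorescent 1-AMA measured as endpoint fluorescence after 10 minutes at room temperature, scaled to free-ligand and complex controls.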
# Pol eta inh – inhibitors of human DNA polymerase eta | Q9Y253 | recombinant Pol eta, fluorescent DNA replication assay | Potency, µM (series often up to 114 µM), inactives show at the top dose activity change, negative = inhibition, actives largely listed as inhibitors | 390,000 tested, 1.2% active; note: potency is the fitted concentration of half-maximal effect; % is set by controls: 0 for no effect and ±100 for the full control effect
#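 Pol eta at 10 nM preincubated with compounds 15 min at room temperature; reaction started with fluorescent substrate (50 nM final) and read kinetically at 0 and 10 min.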
# Tb PGK inh – blocks T. brucei phosphoglycerate kinase. P07378. PGK/GAPDH coupled, Kinase-Glo luminescence, 60 min. Potency, µM (series often up to 57.5 µM), for the others: top-dose activity change, negative = inhibition, usual class: inhibitors. 380,000 tested, 0.043% active; note: potency is the fitted concentration of half-maximal effect; % is set by controls: 0 for no effect and ±100 for the full control effect; nearly all actives have a fitted effect of over 60% in size
#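 Recombinant glycosomal PGK reaction used 1,3-bisphosphoglycerate generated in-well by GAPDH (100nM final) in 100mM TEA pH 7.6, 5mM MgCl2, 0.01% Tween-20. After 60 minutes at room temperature, ATP was read by Kinase-Glo Plus luminescence end-point.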
# POLK inh – blocks human DNA polymerase kappa activity. AID 588579. Potency, µM (titrated, usually from 107 µM), inactives show at the top dose activity, negative = inhibition, hits mostly inhibitors. 400,000 tested, 0.53% active. purified Pol kappa, fluorescent DNA synthesis assay, 10 min; note: potency is the fitted concentration of half-maximal effect; % is set by controls: 0 for no effect and ±100 for the full control effect
# Target sequence (Q9UBT6 whole entry, looked up): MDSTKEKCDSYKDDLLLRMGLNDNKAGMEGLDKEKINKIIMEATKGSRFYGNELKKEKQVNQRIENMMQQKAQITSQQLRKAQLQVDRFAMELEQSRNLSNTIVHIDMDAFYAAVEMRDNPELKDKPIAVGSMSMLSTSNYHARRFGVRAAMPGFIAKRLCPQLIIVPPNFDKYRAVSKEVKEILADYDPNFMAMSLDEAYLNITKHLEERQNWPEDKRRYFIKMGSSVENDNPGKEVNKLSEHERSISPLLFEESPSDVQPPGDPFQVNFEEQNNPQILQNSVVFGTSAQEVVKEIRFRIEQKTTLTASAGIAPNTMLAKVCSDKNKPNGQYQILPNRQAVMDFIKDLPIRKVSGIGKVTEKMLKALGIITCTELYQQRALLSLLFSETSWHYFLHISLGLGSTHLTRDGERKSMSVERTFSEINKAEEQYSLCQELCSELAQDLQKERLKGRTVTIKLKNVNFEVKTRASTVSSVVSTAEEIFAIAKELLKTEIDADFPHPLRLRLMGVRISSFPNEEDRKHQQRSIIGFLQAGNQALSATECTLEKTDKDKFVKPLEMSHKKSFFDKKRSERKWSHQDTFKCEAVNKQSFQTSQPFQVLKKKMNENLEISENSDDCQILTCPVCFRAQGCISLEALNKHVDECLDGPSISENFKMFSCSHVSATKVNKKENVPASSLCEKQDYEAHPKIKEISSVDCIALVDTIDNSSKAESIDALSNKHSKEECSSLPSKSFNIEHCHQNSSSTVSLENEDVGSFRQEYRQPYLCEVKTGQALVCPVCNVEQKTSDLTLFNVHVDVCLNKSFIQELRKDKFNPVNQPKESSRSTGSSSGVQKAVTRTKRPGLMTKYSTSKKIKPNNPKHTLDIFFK
#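 Readout: fluorescence, taken kinetically at 0 and 10 min. Conditions: 10 nM Pol kappa, 15 min RT compound preincubation, 50 nM substrate final. Controls: enzyme-free buffer wells.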
# APE1 inh – APE1 (human) endonuclease inhibition | 350,000 tested, 0.35% active | Potency, µM (doses to about 65.8 µM), for inactives: top-dose activity change, negative = inhibition, hits mostly inhibitors | recombinant APE1, TAMRA/BHQ-2 abasic DNA cleavage fluorescence | P27695;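 note: potency is the fitted concentration of half-maximal effect; plate controls were vehicle for no effect and reference inhibitor for full effect; nearly all actives have a fitted effect of over 55% in size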
#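 Quantitative HTS: incision of a TAMRA/BHQ-2 double-stranded substrate bearing a tetrahydrofuran abasic site by 0.75 nM APE1 raises fluorescence. Substrate 50 nM final, added after 15 min compound preincubation at room temperature; progress as third-minus-first kinetic read difference.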
# Pol beta inh – blocks human DNA polymerase beta activity; Potency, µM (titrated, usually from 114 µM), inactives show top-dose activity change, negative = inhibition, actives largely listed as inhibitors; AID 485314; 340,000 tested, 1.3% active; Pol beta primer extension/strand displacement, fluorescence kinetic; note: potency is the fitted concentration of half-maximal effect; % is set by controls: 0 for no effect and ±100 for the full control effect
#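 Curves were derived by four-parameter Hill fits of normalized qHTS data. The kinetic fluorescent primer-extension read was taken at 0 and 10 min after 50 nM substrate, following a 15 min room-temperature preincubation of 10 nM enzyme with compounds.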
# RXFP1 antag – antagonists of human relaxin receptor RXFP1; Q9HBX9; HEK293-RXFP1, relaxin-stimulated cAMP HTRF, 30 min; active compounds read low; activity change, negative = inhibition, % at 57.5 µM; 350,000 tested, 0.59% active; AID 1259400;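 active = activity change of -60% or lower, but not beyond a set lower limit; inconclusive = change between -60% and -40%, or beyond the set limit; inactive = change above -40%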; note: % is set by controls: 0 for no effect and ±100 for the full control effect
# An asterisk follows results filed as active; i = inactive; ? = inconclusive; / = no result given; & = joins results of further samples; [ ] = dose if it differs, or a comment. Unless noted, calls come from the whole dose curve; as a rule, active = well fitted curve in the direction sought with a large enough effect; inconclusive = small, poorly fitted or top-dose-only effect, or another doubt; inactive = no such curve, though single readings can be large; an effect the other way counts as inactive or inconclusive. These rows are one share of the data, so the mix of outcomes need not match the whole.
SMILES,BLM helicase inh,POLI inh,Apoferritin bind,Pol eta inh,Tb PGK inh,POLK inh,APE1 inh,Pol beta inh,RXFP1 antag
COC(=O)[C@@]12CCCCN1[C@H](c1ccc(-c3ccc(Cl)c(Cl)c3)c(OC)c1)[C@H]1C(=O)N(C)C(=O)[C@H]12,/,27%,/,-25%,0%,6%,-16%,/,/
CCc1nnc(SCc2cccc(F)c2)c2cc3sc(C)cc3n12,-27%,7%,7%,-8%,-2%,-7%,/,-16%,1
Cc1ccc(C(=O)C2=C(O)C(=O)N(c3ncccn3)C2c2ccc(Br)cc2)o1 (stereo not drawn),-2%,-16%,-7%,-3%,-7%,-5%,1%,5%,8
COC(=O)C1=C[C@@H](C(=O)OC)C2C3=C(C(=O)[C@@]2(C)NC(=O)c2ccccc2)[C@H](C)n2c(=O)n(C)c(=O)n2[C@@H]3C1 (stereo partly drawn),0%,19%,-4%,/,/,14%,1%,/,/
Cc1ccc(-n2c(Cc3cccn3C)nnc2SCC(=O)NCc2ccc3c(c2)OCO3)cc1,-6%,?,4%,-6%,1%,-36%,?,8.9µM*,-15
CCCCOc1ccccc1Cn1c(=O)sc2ccccc21,-4%,?,61%[activator],-22%,-6%,-3%,/,-25%,-68*
COc1cccc(C2CC(c3ccc(F)cc3)Nc3nc(N)nn32)c1 (stereo not drawn),2%,13%,2%,-15%,11%,-9%,-1%,-3%,/
C=CCn1cccc(C(=O)Nc2cc(OC)ccc2OC)c1=O,-9%,67%[activator],-5%,0%,5%,-22%,-3%,10%,-10
COc1cccc(NC(=O)C2CCCN2C(=O)NC2CCCCC2)c1 (stereo not drawn),-2%,147%[activator],-2%,-18%,-7%,2%,7%,19%,3
COCCCNC(=O)C(C#N)c1nc2ccccc2nc1N1CCCC1 (stereo not drawn),4%,-1%,-20%,-8%,-9%,13%,-6%,?,1
COc1cccc(CNS(=O)(=O)c2ccc(N3CCCCS3(=O)=O)cc2)c1,-1%,4%,11%,8%,-3%,-5%[60.1 µM],/,1%,0
O=C(CSc1nc(-c2ccco2)cc(C(F)(F)F)n1)NN1CCOCC1,1%,-13%,-4%,3%,6%,-6%,1%,-9%,-7
COc1ccc(-c2cccc(C3CC=CC4C3C(=O)N(Cc3ccccc3)C4c3cc(C)ccc3F)c2)cc1 (stereo not drawn),-6%,/,1%,/,/,/,-1%,5%,/
COC(=O)NCc1cccc(CNC(=O)OC)c1,-1%,3%,-14%,-3%,-2%,-9%,2%,64%,2
COc1ccc(-n2c(=O)/c(=C\c3cccs3)s/c2=C(/C#N)C(=O)NCCN2CCOCC2)cc1,0%,37%[activator],-3%,-12%,i,-12%,-3%,-11%,-16
Cc1ccc2sc(NNC(=O)C3COc4ccccc4O3)nc2c1C (stereo not drawn),-1%,-20%,-24%,-9%,-1%,-2%,-8%,2%,/
COC(=O)c1cccc(NC(=O)Cc2ccccc2[N+](=O)[O-])c1C,5%,20%,9%,-17%,6%,-18%,0%,31%,8
Cc1c(CCC(=O)NCCCC(=O)O)c(=O)oc2cc3oc4c(c3cc12)CCCC4,1%,15%,2%,-5%,-2%,6%,2%,25%,5
Cn1c(NC(=O)Cc2cccs2)cc(=O)n(C)c1=O,1%,39%[activator],-7%,-6%,-1%,12%,-2%,0%,/
CCOC(=O)c1c(C)oc2cc(Br)c(OCC(N)=O)cc12,-2%,12%,-6%,10%,0%,-8%,?,-6%,-6
COc1ccccc1/C=C/C(=O)NCC(=O)N/N=C/c1ccccc1,-11%,-6%,?,-8%,2%,-6%,6%,-3%,-6
Cc1ccc(CN(C(=O)COc2ccc(C)c(C)c2)C2CCS(=O)(=O)C2)o1 (stereo not drawn),-2%&0%,31%&-23%[activator],-6%&8%,1%,-4%,4%&11%,20%,3%&17%,10&-3
O=C(Nc1cnn(Cc2ccc(Cl)cc2)c1)c1cnccn1,-1%,-14%[58.9 µM],-8%,-2%,-7%,-6%,-2%,-5%,9
CC1CCCCN1CCNC(=O)CC1Oc2ccccc2NC1=O (stereo not drawn),1%,8%,1%,1%,i,1%,5%,0%,/
COc1cc(-c2coc3cc(OC)c(OC)c(OC)c3c2=O)cc(OC)c1OC,4%,/,-3%,/,/,?,-1%,/,/

# Ordered by formula weight (rising): seven of the compounds above.
SMILES,BLM helicase inh,POLI inh,Apoferritin bind,Pol eta inh,Tb PGK inh,POLK inh,APE1 inh,Pol beta inh,RXFP1 antag
Cn1c(NC(=O)Cc2cccs2)cc(=O)n(C)c1=O,1%,39%[activator],-7%,-6%,-1%,12%,-2%,0%,/
COc1ccccc1/C=C/C(=O)NCC(=O)N/N=C/c1ccccc1,-11%,-6%,?,-8%,2%,-6%,6%,-3%,-6
COc1cccc(NC(=O)C2CCCN2C(=O)NC2CCCCC2)c1 (stereo not drawn),-2%,147%[activator],-2%,-18%,-7%,2%,7%,19%,3
Cc1ccc2sc(NNC(=O)C3COc4ccccc4O3)nc2c1C (stereo not drawn),-1%,-20%,-24%,-9%,-1%,-2%,-8%,2%,/
Cc1ccc(CN(C(=O)COc2ccc(C)c(C)c2)C2CCS(=O)(=O)C2)o1 (stereo not drawn),-2%&0%,31%&-23%[activator],-6%&8%,1%,-4%,4%&11%,20%,3%&17%,10&-3
COc1cccc(CNS(=O)(=O)c2ccc(N3CCCCS3(=O)=O)cc2)c1,-1%,4%,11%,8%,-3%,-5%[60.1 µM],/,1%,0
COc1ccc(-c2cccc(C3CC=CC4C3C(=O)N(Cc3ccccc3)C4c3cc(C)ccc3F)c2)cc1 (stereo not drawn),-6%,/,1%,/,/,/,-1%,5%,/

# Following part.
SMILES,BLM helicase inh,POLI inh,Apoferritin bind,Pol eta inh,Tb PGK inh,POLK inh,APE1 inh,Pol beta inh,RXFP1 antag
CCOC(=O)c1ccc(NC(=O)c2cc(OC)c(OC)c(OC)c2Br)cc1,-5%,-11%,2%,-8%,-5%,-9%[60.1 µM],-2%,0%,-4
COc1cc(-c2nc3ccccn3c2NCc2ccccc2)ccc1SC1CCCCC1,/,5%,/,-24%,-8%,1%,7%,/,/
CCc1ccc2[nH]c3nc(N/N=C/c4cccc(O)c4)nnc3c2c1,-17%,14%,-13%,2%,-10%,1%,11%,3%,0
O=C(c1ccncc1)N1CCN(c2cccc(C(F)(F)F)c2)CC1,0%,-5%,-17%,-11%,-1%,-13%,0%,-4%,-17
CC(=O)Nc1ccc(S(=O)(=O)NNC(=O)CCC(=O)Nc2cc(C)ccc2C)cc1,2%,5%,?,-19%,2%,-9%,4%,10%,3
O=C(OCCOCCN=C1NS(=O)(=O)c2ccccc21)C1CC(=O)N(c2ccccc2)C1 (stereo not drawn),3%,13%,-3%,-13%,0%,-4%,-6%,0%,0
COc1cc(O)c2c(=O)c3c(O[C@H]4O[C@@H](CO)[C@H](O)[C@@H](O)[C@@H]4O)ccc(O)c3oc2c1,/,6%,/,-11%,0%,-5%,3%,/,/
COc1ccc(S(=O)(=O)Nc2cc(C)c(O)c(S(=O)(=O)c3ccccc3)c2)cc1,-3%,-6%,-10%,-1%,i,-12%,-2%,2%,25
CC(=O)c1cnc2cc(-c3ccccc3)nn2c1C,3%,10%,6%,4%,i,0%,23%,18%,-13
CCOc1ccc(/C=C/c2nc(C#N)c(NCCCOC)o2)cc1,-3%,75%[activator],43%[activator],-25%,-1%,-4%,2%,-10%,-2
Cc1ccc2nc(NC(=O)CSCC(=O)OCC(=O)c3ccc(Br)cc3)sc2c1,1%,3%,-16%,9%,-7%,-9%,3%,?,-26
O=C(CSc1nc2ccc([N+](=O)[O-])cc2s1)NCC1CCCO1 (stereo not drawn),2%,24%,-11%,-7%,1%,5%,-6%,2%,1
CC(C)C1Cc2c(C#N)c(N)sc(=S)c2CO1 (stereo not drawn),-5%,58%[activator],-1%,-7%,i,-9%,-3%,1%,3
Cc1ccc(-c2cc(C(F)(F)F)n3nc(C(=O)Nc4ccc(C#N)cc4)cc3n2)cc1,-1%,11%,3%,-18%,-12%,-8%,/,3%,-5
Cc1cc(=O)oc2cc(Oc3ccc([N+](=O)[O-])cc3[N+](=O)[O-])ccc12,2%,79µM*,-1%,?,2%,-8%,14%,-4%,/
O=C1N=C2N(CCN3CCCCC3)c3ccccc3N2/C1=C\c1ccc([N+](=O)[O-])o1,-2%,/,-10%,/,/,/,0%,33%,/
COC(=O)Cn1ccc2cc(S(=O)(=O)N3CCCCC3)ccc21,1%&-1%,-5%&-14%,-6%&65%,-11%&8%,-4%&-6%,-2%&-5%,13%,-27%&-4%,1&-9
O=C(Cc1ccccc1)Nc1cccc(N2C(=O)C=CC2=O)c1,0%,-13%,-11%,-13%,-4%,-16%,5%,14%,-119*
CC(C)CNS(=O)(=O)c1ccc(CCC(=O)N2CCOCC2)cc1,1%,29%,0%,-6%,i,-1%,-1%,-29%,5
CS(=O)(=O)Nc1ccc(-c2cn3cccnc3n2)cc1,0%,-13%,47%[activator],-4%,/,-16%,49%[activator],14%,1
CCC(C)(C(=O)NC1CCCCC1)N(C)C(=O)c1ccccn1 (stereo not drawn),0%,8%,-4%,-14%,-5%,-18%,5%,15%,1
